# Screening data from PubChem.
# A549 viability: Nrf2 qHTS screen for inhibitors: counterscreen for cytotoxicity | A549 ARE-Fluc cells, CellTiter-Fluor viability, 18-24 h | 0.16% of 390,000 active | Potency, µM (doses to about 46 µM), without a hit: top-dose activity change, negative = cytotoxicity, actives largely listed as inhibitors | AID 504648, 2011; further: potency means the concentration at half of the fitted maximal effect; on the % scale 0 is the no-effect control and ±100 the full control effect
#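 Cytotoxicity counterscreen: CellTiter-Fluor fluorescence was measured in A549 ARE_Fluc cells after 18-24 h of compound exposure in a concentration series. The subsequent BugLite luminescent read reports ARE-luciferase activity.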
# ATXN viability: Viability Counterscreen for Primary qHTS for Inhibitors of ATXN expression | 0.49% of 400,000 active | AID 651635, 2014 | S2 cells (HEK-293 line with an ATXN2-luciferase reporter) viability, CellTiter-Fluor protease fluorescence, 24 h | Potency, µM (highest dose often 56.7 µM), usual class: cytotoxic; further: potency means the concentration at half of the fitted maximal effect; nearly all actives have a fitted effect of over 40% in size
# MmCpn inh: Inhibitors of TCP-1 ring complex (TRiC) of Methanococcus maripaludis (MmCpn): qHTS; purified Mm-Cpn ATPase, ADP Transcreener TR-FRET; AID 504842, 2011; Potency, µM (top dose mostly 76.9 µM), for the others: top-dose activity, negative = inhibition, most hits filed as inhibitors; Chaperonin Mm-Cpn (Methanococcus maripaludis); 0.031% of 330,000 active; further: potency means the concentration at half of the fitted maximal effect; on the % scale 0 is the no-effect control and ±100 the full control effect; nearly all actives have a fitted effect of over 80% in size
#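 Compound-treated chaperonin, 25 nM final, turns over 10 uM ATP at 37°C for 30 min following a 10 min preincubation; ADP generated competes with ADP-d2 for Eu-cryptate antibody, lowering FRET.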
# pAkt inh: HTS Assay for Inhibitors of Akt Phophorylation: Primary Screen; activity change, % for hits at 50 µM; Neuro2A IGF-stimulated pAkt S473 HTRF, 20 min; stronger effect = lower value; 0.32% of 360,000 active; in the data active means activity change below about -80%; inconclusive means mostly about -51% to -80%; further: on the % scale 0 is the no-effect control and ±100 the full control effect
#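 Neuro2A cells (4,500/well, DMEM with 0.5% FBS) were treated with compound at a single 50 µM final concentration, stimulated with 6 nM IGF for 20 min at 37 °C, and lysed. Phospho-Akt Ser473 was read by HTRF as 665/615 ratio ×10^4.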
# TGFb SMAD3 inh: qHTS for Inhibitors of TGF-b. Potency, µM (series often up to 46.1 µM), for inactives: at the highest dose activity, negative = inhibition, usual class: inhibitors. HepG2 CAGA-GFP TGF-b/SMAD3 reporter, GFP fluorescence, 18 h; TGF-beta stimulated, 500 pg/mL final. AID 588855, 2011. 1.2% of 410,000 active; further: potency means the concentration at half of the fitted maximal effect; on the % scale 0 is the no-effect control and ±100 the full control effect; nearly all actives have a fitted effect of over 65% in size
#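 Using HEPG2 CAGA-GFP reporter cells at 1000 cells/well, we pinned test compounds, stimulated with recombinant TGF-beta (500 pg/mL final) and measured total well GFP after 18 h.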
# HepG2 viability: qHTS for Inhibitors of TGF-b: Cytotox Counterscreen; HepG2 CAGA-GFP viability, ATP luminescence, 18 h; Potency, µM (top dose mostly 46.1 µM), for inactives: at the highest dose activity change, negative = cytotoxicity, actives largely listed as cytotoxic; 0.76% of 410,000 active; further: potency means the concentration at half of the fitted maximal effect; some results filed as inactive show a strong effect at the top dose
#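 HepG2 CAGA-GFP cells (1000/well, DMEM with 1% FBS) received compound, then TGF-beta at 500 pg/mL final, and were incubated 18 hours at 37 degrees C. Viability was read by CellTiter-Glo luminescence. Media-only wells were set as complete cell-killing and DMSO as no toxicity.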
# Nrf2 ARE act: qHTS of Nrf2 Activators. AREc32 ARE-luciferase reporter (MCF7-derived line), luminescence, 24 h. Potency, µM (highest dose often 46.1 µM), inactives show at the top dose activation, usual class: activators. 0.31% of 410,000 active. AID 624171, 2012; further: potency means the concentration at half of the fitted maximal effect; % of control where 0% means no effect; nearly all actives have a fitted effect of over 65% in size
#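 Steps: seed AREc32_Fluc cells (1000/well, 5% FBS OPTI-MEM); incubate overnight at 37 deg C; add 23 nL compound; incubate 24 hr; add Steady-Glo; hold 30 min RT; read luminescence.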
# Nrf2 block: Nrf2 qHTS screen for inhibitors; A549 ARE-Fluc reporter, luciferase luminescence, 18-24 h; Potency, µM (highest dose often 46 µM), for the others: at the top dose activity change, negative = inhibition, hits mostly inhibitors; 2.1% of 360,000 active; AID 504444, 2011; further: potency means the concentration at half of the fitted maximal effect; on the % scale 0 is the no-effect control and ±100 the full control effect; nearly all actives have a fitted effect of over 60% in size
#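 In this cell-based qHTS, ARE-driven firefly luciferase in A549 cells reports Nrf2 activity; the luminescent signal after BugLite lysis is the measured value, with a prior CellTiter-Fluor read for cell health.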
# CCT modulator: High-Throughput Screening for Modulators of Cytosolic Chaperonin Activity | activity change, % (test concentration not listed), hits read low | purified chaperonin ATPase assay, HTRF ADP detection, 30 min | AID 651819, 2012 | 0.3% of 360,000 active; in the data active means activity change below about -30%; further: on the % scale 0 is the no-effect control and ±100 the full control effect
#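 First, chaperonin was dispensed at 40 nM or 20 nM final depending on batch activity. Next, compounds were pinned at 76 uM and ATP added at 10 uM. After 30 min at 37 °C, ADP detection reagents ran 30 min at ambient temperature.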
# * marks the source's active call; other numbers are inactive results; i = inactive; ? = inconclusive; · = no result given; & = joins results of further samples. Unless noted, the call rests on the fitted dose curve; in most records, active means well fitted curve in the direction sought with a large enough effect; inconclusive means small, poorly fitted or top-dose-only effect, or another doubt; inactive means no such curve, though single readings can be large; an effect the other way counts as inactive or inconclusive.
Compound	A549 viability	ATXN viability	MmCpn inh	pAkt inh	TGFb SMAD3 inh	HepG2 viability	Nrf2 ARE act	Nrf2 block	CCT modulator
O=C(CN(C(=O)CCC(=O)Nc1ccccn1)c1ccc2c(c1)OCO2)NCc1ccco1	-3%	i	-1%	i	16%	6%	0.5%	·	-1.4
Nc1ccc(C(=O)Nc2ccc3nc(-c4cccnc4)[nH]c3c2)cc1	-12%	i	-6%	i	?	-29%	2.3%	-15%	0.9
Cn1c(=O)c2cc(S(=O)(=O)NCCC(=O)Nc3ccc(Cl)cc3)ccc2n(C)c1=O	-20%	i	1%	i	?	3%	2.5%	?	3.2
Cn1c(N)c(C(=O)CSc2nnc(C3CC3)n2N)c(=O)n(C)c1=O	1%	i	1%	i	5%	5%	-0.4%	7%	-0.5
Cc1ccc(Cn2c(-c3nonc3N)nc3ccccc32)cc1	14%	i	0%	i	8%	3%	3.0%	·	1.0
Cc1ccc(S(=O)(=O)N2CCCSCC2)cc1	-1%	?	2%	i	24%	-6%	-0.3%	·	-3.4
CCn1c(C(=O)N2CCCC(C(=O)NCCCOC)C2)cc2sccc21 (centres undefined)	1%	·	·	·	6%	-1%	0.1%	-7%	·
CC(OCC(O)CN(C)Cc1nc2ccccc2c(=O)[nH]1)c1ccc(Cl)cc1 (centres undefined)	9%	?	0%	i	5%	-13%	-1.6%	?	-2.9
CCOC(=O)C1=C(c2ccccc2)NC(SCC(N)=O)=C(C#N)C1c1cccnc1 (centres undefined)	·	?	1%	i	4%	1%	0.5%	?	-0.2
Cc1cccn2c(=O)c(/C=C(\C#N)S(=O)(=O)c3ccccc3)c(N3CCN(C)CC3)nc12	-3%	i	-3%	i	-17%	-3%	-0.6%	·	0.1
COC(=O)CSc1nnc(-c2ccc(S(=O)(=O)NCc3cccs3)cc2)o1	·	i	-16%	i	-25%	-1%	0.4%	11%	-0.3
CCSC1=NCCN1S(=O)(=O)c1ccc(NC(C)=O)cc1	-15%	i	1%	i	5%	0%	0.9%	-9%	-2.0
CCOc1ccc(C(=O)N2CCC(c3nc4ccccc4o3)CC2)cc1	2%	·	·	·	0%	-19%	0.1%	?	·
O=C1c2cccc3cccc(c23)C(=O)N1Cc1ccccc1	0%	i	-2%	i	-10%	-18%	13%	-16%	-1.3
O=C1NC(=O)/C(=C\c2ccc(Cl)nc2)S1	-4%	i	1%	i	8%	-8%	11%	5%	0.6
C=CCc1cccc(CNc2nc3ccccc3n2C)c1O	0%	?	1%	i	?	-36%	6.6%	5%	-0.4
Cc1cccc(NC(=O)C(c2ccccc2Cl)N2CCOCC2)c1 (centres undefined)	0%	?	1%	i	-22%	-15%	0.3%	-9%	1.9
N#Cc1c(-c2ccccc2)cc(-c2ccc(O)cc2)nc1N	1%	i	0%	i	4%	9%	9.7%	-3%	-1.9
CC(C)C[C@H]1CN(CCCC[C@H]2CNC(=O)C(=O)N2CCc2ccc(O)cc2)C(=O)C(=O)N1CCc1ccc(O)cc1	·	i	·	i	·	·	0.4%	·	0.9
COc1cccc2sc3ccc(C#CC4(N)CCCCC4)cc3c(=O)c12	-18%	?	-7%	i	?	-98%	0.1%	?	0.5
Cn1c(=O)c2c(nc(Oc3ccccc3)n2Cc2c(Cl)cccc2Cl)n(C)c1=O	0%	i	·	·	-9%	-6%	-0.3%	1%	·
Cc1ccc(NC(=O)COC(=O)CCn2c(C)csc2=O)c([N+](=O)[O-])c1	-3%	i	1%	i	3%	1%	-0.5%	-1%	-1.5
NC(=O)CN1CCN(S(=O)(=O)c2ccc(Br)cc2)CC1	5%	i	-9%	i	-1%	3%	-0.2%	-2%	-7.2
COc1ccc(OCC(=O)Nc2ccccc2C(=O)NC(C)C)cc1	-2%	i	-7%	i	-5%	-3%	-0.3%	0%	0.4
CC(C)Oc1ccc(C2CC(=O)N(c3ccc(C(=O)O)cc3)C2=O)cc1 (centres undefined)	-3%	i	0%	i	-1%	-5%	-0.3%	1%	0.1
Cc1nc(C/C(=N\N)c2ccc(O)cc2O)cs1	0%	·	1%	i	16%	4%	3.7%	5%	0.3
Cc1nc2ccccc2nc(=O)c1NNc1ccc([N+](=O)[O-])cc1	-27%	i	-11%	i	-5%	13%	0.9%	0%	-2.0
Cc1cc(Nc2ccc(Br)cc2)nc2ccccc12	2%	?	·	i	-41%	-58%	19%	?	-1.2
O=C(NCc1ccccc1)C1(c2ccccc2)CCN(S(=O)(=O)c2ccccc2)CC1	6%	i	3%	i	?	-11%	0.0%	-24%	-0.8
CC1(c2ccc(OCC(N)=O)cc2)NC(=O)NC1=O (centres undefined)	0%	i	5%	i	7%	-6%	2.6%	-6%	1.2
COc1cc(/C=C(/C#N)C(=O)Nc2ccccc2)c(Br)cc1OCc1ccc(C(=O)O)cc1	-8%	i	-2%	i	1%	-15%	14%	6%	0.8
COc1cccc(S(=O)(=O)N(C)C[C@@H]2OCc3cnnn3CCCC(=O)N([C@@H](C)CO)C[C@@H]2C)c1	·	i	·	i	-5%	1%	0.7%	·	0.4
O=C(NCCN1CCOCC1)/C(=C/c1ccc(Cl)cc1)NC(=O)c1ccccc1	0%	i	-1%	i	2%	4%	-0.2%	-1%	-0.6
O=C(NCC1CCCO1)c1cncc(Br)c1 (centres undefined)	-10%	i	1%	i	-16%	-9%	-0.4%	5%	-8.0
CCC(Sc1nc(N)c(NC(=O)c2ccc(Br)o2)c(=O)[nH]1)C(=O)O (centres undefined)	3%	i	0%	i	2%	-10%	0.2%	1%	-2.8
CN(CCO)c1cc(N2CCC3(CC2)OCCO3)c2nonc2c1[N+](=O)[O-]	-18%	?	0%	i	-9%	-10%	0.2%	-4%	-1.0
CCOc1ccc(NC(=O)C2CCCN2C(=O)Oc2ccccc2)cc1 (centres undefined)	9%	i	1%	i	-13%	-22%	-0.2%	0%	-1.3
C=CCN(c1ccc(C(=O)N2CCN(c3ccc(F)cc3)CC2)cc1)S(C)(=O)=O	8%	i	0%	i	17%	-6%	0.5%	-22%	0.8
S=C(NCCc1ccccc1)Nc1ncccn1	4%	i	·	i	13%	-4%	3.1%	11%	-0.4
COc1cc(-c2c(C#N)c(=O)[nH]c3c2c(C)nn3-c2ccccc2)ccc1O	-8%	i	-2%	i	-2%	-20%	-0.3%	-10%	-2.6
CC(C)(C)c1ccc(OCCNC(=S)NC(=O)c2cccnc2)cc1	8%	i	2%	i	6%	0%	0.8%	13%	1.0
COc1ccc(Cn2nnnc2CN2CCc3ccccc32)cc1	1%	i	-2%	i	-35%	-19%	7.6%	-26%	-4.0
CCCCNC(=O)CN1C(=O)COc2ccc(S(=O)(=O)N3CCCCCC3)cc21	1%&-7%	?	-1%	i	?	-25%&-9%	-0.6%&-0.2%	1%&6%	1.1
Cc1cccc(NS(=O)(=O)c2ccc(C(=O)NCC(c3ccccc3)N(C)C)cc2)c1C (centres undefined)	-2%	i	0%	i	0%	-18%	4.3%	-11%	-0.1
COc1ccc(C2NC(=O)c3n[nH]c(C)c32)c(OC)c1 (centres undefined)	1%	i	1%	i	-4%	2%	-0.2%	16%	-0.1
CCOCC(=O)NC1CCc2cc(OC(=O)COCC)c(OC)c(OC)c2-c2ccc(SC)c(=O)cc21 (centres undefined)	?	?	·	i	?	5%	0.3%	?	0.3

# By substructure, the entries above containing a Cl atom.
Compound	A549 viability	ATXN viability	MmCpn inh	pAkt inh	TGFb SMAD3 inh	HepG2 viability	Nrf2 ARE act	Nrf2 block	CCT modulator
Cn1c(=O)c2cc(S(=O)(=O)NCCC(=O)Nc3ccc(Cl)cc3)ccc2n(C)c1=O	-20%	i	1%	i	?	3%	2.5%	?	3.2
CC(OCC(O)CN(C)Cc1nc2ccccc2c(=O)[nH]1)c1ccc(Cl)cc1 (centres undefined)	9%	?	0%	i	5%	-13%	-1.6%	?	-2.9
O=C1NC(=O)/C(=C\c2ccc(Cl)nc2)S1	-4%	i	1%	i	8%	-8%	11%	5%	0.6
Cc1cccc(NC(=O)C(c2ccccc2Cl)N2CCOCC2)c1 (centres undefined)	0%	?	1%	i	-22%	-15%	0.3%	-9%	1.9
Cn1c(=O)c2c(nc(Oc3ccccc3)n2Cc2c(Cl)cccc2Cl)n(C)c1=O	0%	i	·	·	-9%	-6%	-0.3%	1%	·
O=C(NCCN1CCOCC1)/C(=C/c1ccc(Cl)cc1)NC(=O)c1ccccc1	0%	i	-1%	i	2%	4%	-0.2%	-1%	-0.6
